# GLP1R inv ag = acts as inverse agonist at human GLP-1 receptor; P43220; HEK293 GLP-1R CRE-luciferase, luminescence, 24 h; GLP-1R form is constitutively active; Potency, µM (series often up to 38.3 µM), inactives show at the highest dose activity change, negative = inhibition, hits mostly inhibitors; 1.6% of 410,000 active; AID 624417; note: % is set by controls: 0 for no effect and ±100 for the full control effect; nearly all actives have a fitted effect of over 55% in size
# Target sequence (P43220 whole entry, looked up): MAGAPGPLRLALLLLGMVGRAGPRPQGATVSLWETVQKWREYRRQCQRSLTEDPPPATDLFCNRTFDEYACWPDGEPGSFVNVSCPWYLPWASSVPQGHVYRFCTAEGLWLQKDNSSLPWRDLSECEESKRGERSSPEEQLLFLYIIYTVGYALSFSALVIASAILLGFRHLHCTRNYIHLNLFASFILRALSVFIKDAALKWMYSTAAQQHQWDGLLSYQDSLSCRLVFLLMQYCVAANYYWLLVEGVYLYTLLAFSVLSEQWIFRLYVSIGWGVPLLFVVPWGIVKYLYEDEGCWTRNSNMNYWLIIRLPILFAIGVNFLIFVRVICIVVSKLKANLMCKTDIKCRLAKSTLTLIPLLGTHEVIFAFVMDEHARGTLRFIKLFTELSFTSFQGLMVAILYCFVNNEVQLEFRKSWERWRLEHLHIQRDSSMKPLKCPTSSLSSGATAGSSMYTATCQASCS
#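 Assay principle: reduced luminescence from a cAMP-responsive reporter in HEK293 cells co-expressing a constitutively active GLP-1R. Conditions: 24 hr compound incubation, 37 deg C, 5% CO2.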
# GLP-1R agonist = GLP-1 receptor (human) agonism; HEK293 GLP-1R CRE-luciferase, luminescence, 4-6 h; cells express a hypersensitive GLP-1R form; 0.007% of 380,000 active; Potency, µM (highest dose often 45.6 µM), inactives show at the top dose activation, most hits filed as activators; P43220; note: % of control where 0% means no effect
# HEK293 tox = cytotoxicity in counter-screen for GLP-1R inverse agonists | 0.13% of 410,000 active | AID 624418 | HEK293 cAMP-luciferase reporter cells, luminescence, 24 h | Potency, µM (series often up to 38.3 µM), inactives show at the top dose activity change, negative = inhibition, actives largely listed as inhibitors;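 note: loss of luciferase light is scored as toxicity; % is set by controls: 0 for no effect and ±100 for the full control effect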
#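 Here, cytotoxicity is scored as loss of luminescence. The MLSMR collection was tested on cells seeded in medium containing 10% Nu serum, with a 24 hr compound exposure preceded by 12 hours of culture.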
# HT1080 IDH1KD tx = HT-1080 IDH1 knockdown cell toxicity (counter line). HT-1080 IDH1 knockdown viability, ATP luminescence, 48 h. Potency, µM (top dose mostly 46.1 µM), for inactives: top-dose activity, negative = toxicity, actives largely listed as cytotoxic. 2% of 360,000 active. AID 686971;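 note: 0% = DMSO wells and -100% = cell-free medium wells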
#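 CellTiter-Glo luminescence after 48 h compound exposure at 37 degrees C of IDH1-knockdown HT-1080 cells in 5% FBS RPMI. %Activity scaled between DMSO wells and cell-free media wells, with curves fitted and assigned curve classes.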
# KB-V1 cytotox = KB-V1 MDR subline cytotoxicity; KB-V1 MDR cells viability, CellTiter-Glo, 72 h; Potency, µM (series often up to 46.1 µM), for inactives: top-dose activity change, negative = cytotoxicity, actives largely listed as cytotoxic; 3.4% of 400,000 active; AID 1347076; note: % is set by controls: 0 for no effect and ±100 for the full control effect; nearly all actives have a fitted effect of over 60% in size
#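 Cytotoxicity via CellTiter-Glo luminescence after 72 h compound exposure at 37 degrees C. Cells: drug-selected KB-V1 line, DMEM phenol-red free plus 10% FBS. Compounds tested at multiple concentrations; normalized data fitted to concentration-effect curves.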
# KB-3-1 cytotox = KB-3-1 parental cell cytotoxicity. Potency, µM (titrated, usually from 46.1 µM), without a hit: at the top dose activity change, negative = cytotoxic, usual class: cytotoxic. 1.4% of 400,000 active. KB-3-1 viability, CellTiter-Glo ATP luminescence, 72 h; note: % is set by controls: 0 for no effect and ±100 for the full control effect; nearly all actives have a fitted effect of over 60% in size
#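 Multi-concentration cytotoxicity screen in KB-3-1 cells grown in DMEM lacking phenol red with 10% FBS. After 72 h at 37 °C with compound, ATP-dependent luminescence was recorded.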
# SW480 rerep = DNA re-replication induction in SW480 cells | Potency, µM (doses to about 46.1 µM), inactives show at the highest dose re-replication activation, hits mostly activators | AID 624297 | SW480 DNA re-replication, Hoechst DNA content imaging, 48 h | 1.8% of 340,000 active; note: % of control where 0% means no effect; nearly all actives have a fitted effect of over 55% in size
#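 Readout is total intensity of Hoechst-stained nuclei, excited at 405 nm and collected at 500-530 nm. Compound treatment lasted 48 hr at 37 C in 5% CO2 before staining.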
# HT1080-NT tox = kills 2HG-producing HT-1080-NT fibrosarcoma cells; HT-1080-NT fibrosarcoma viability, CellTiter-Glo ATP luminescence, 48 h; Potency, µM (highest dose often 46.1 µM), inactives show top-dose activity, negative = less viability, usual class: cytotoxic; 1.6% of 360,000 active; AID 686970;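 note: NT is the 2HG producing partner of a matched IDH1 knockdown line; 0% = DMSO-treated cells and -100% = media-only wells without cells; nearly all actives have a fitted effect of over 55% in size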
#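 HT-1080-NT; 750 cells/well; 5% FBS RPMI; 48 h compound, 37 degrees C; CellTiter-Glo luminescence; curve fitting and curve-class assignment.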
# TDP43 rescue = rescues yeast growth from TDP-43 toxicity | Potency, µM (series often up to 46.1 µM), for the others: at the highest dose growth rescue (activation), most hits filed as activators | TDP-43 expressing yeast growth rescue, BacTiter-Glo, 24 h | 1.8% of 410,000 active; note: % of control where 0% means no effect; nearly all actives have a fitted effect of over 50% in size
#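 Yeast expressing TDP-43 (pregrown in raffinose, seeded at OD600=0.02 in galactose medium) exposed to compounds 24 hr at 30 deg C. Growth read by BacTiter-Glo luminescence; rescue of toxicity appears as increased signal.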
# Active calls of the source: *; ? = inconclusive; · = no result given; [ ] = another dose, or the depositor's remark. Calls come from the whole dose curve; as a rule, active = well fitted curve in the direction sought with a large enough effect; inconclusive = small, poorly fitted or top-dose-only effect, or another doubt; inactive = no such curve, though single readings can be large; an effect the other way counts as inactive or inconclusive. Potency is the fitted concentration of half-maximal effect. No enrichment for hits; 9.4% or so of the library scored in one or more.
# Screens in order – GLP-1R agonist	KB-3-1 cytotox	GLP1R inv ag	HT1080-NT tox	SW480 rerep	HEK293 tox	KB-V1 cytotox	HT1080 IDH1KD tx	TDP43 rescue
CCC[C@@H](CN1CCC[C@H]1CN1C(N)=NC[C@H]1CC(C)C)N1C[C@@H]([C@H](C)CC)N(CCCC2CCCC2)C1=N
  0%	0%	-9%	-2%	-30%[inhibitor]	-12%	0%	-9%	6%
COc1cc(N)n(S(=O)(=O)c2ccc(C)cc2)n1
  0%	9%	-8%	12%	-2%	5%	-2%	0%	21%
Cc1ccc(-n2nc(C(=O)N(C)c3ccccc3Cl)c3c4ccccc4n(C)c3c2=O)cc1
  ·	14%	-5%	·	·	14%	4%	·	18%
O=c1cc(CSc2nnc(Nc3ccccc3F)s2)nc2sccn12
  14%	?	-14%	?	?	0%	16µM*	18µM*	9%
COc1ccc(-c2ccc(C(=O)NCC(C)C)c3occc23)c(C)c1
  -4%	-2%	?	?	·	3%	-11%	?	25µM*
CC(c1cccs1)N(Cc1ccco1)C(=O)Nc1ccc(Cl)c(Cl)c1 (stereo not drawn)
  7%	-15%	?	-17%	?	5%	16µM*	-25%	-4%
CCN(CC)c1ccc(NC(=O)CN2C(=O)CC(C)(C)S(=O)(=O)c3ccccc32)c(C)c1
  8%	5%	5%	-28%	4%	-26%	17%	-1%	-5%
Cn1cccc1Cc1nnc(SCC(=O)NC2CCCCC2)n1-c1ccc(F)cc1
  0%	-2%	?	4%	1%	5%	-16%	0%	2%
COc1ccc(OC)c(-n2c(=S)[nH]c3cc(C(=O)N(C)Cc4ccccc4)ccc3c2=O)c1
  -1%	1%	14%	-6%	-2%	-1%	18%	-10%	0%
COc1ccc(N(C)C(=O)c2ccc3snnc3c2)cc1
  -3%	-9%	28%	4%	-5%	-17%	0%	5%	21%
Cc1ccc(S(=O)(=O)N2CCC(C(=O)OC3CCOC3=O)CC2)cc1C (stereo not drawn)
  -4%	17%	17%	5%	-46%[inhibitor]	25%	23%	2%	4%
CCOC(=O)c1c(N)sc(C(O)(C(F)(F)F)C(F)(F)F)c1-c1ccc(F)cc1
  -6%	-10%	?	-13%	18µM*	-11%	-14%	-3%	-94%[inhibitor]
COc1ccc(CNC(=O)COC(=O)C2=Cc3ccccc3OC2)cc1
  15%	-1%	0%	-14%	2%	50%[activator]	6%	-5%	-23%
Cc1oc2ccc(OCc3ccc(F)cc3Cl)cc2c1C(=O)O
  -2%	11%	8%	2%	8%	3%	15%	-5%	-1%
CC(Oc1ccccc1)c1nnc(N)s1 (stereo not drawn)
  2%	8%	-13%	14%	0%	5%	1%	10%	11%
O=C(CN1CCCCC1)Nc1cccc(Cl)c1
  -1%	11%	10%	7%	-1%	-11%	-11%	3%	24%
CCCC1CCc2c(sc(NC(=O)OCC)c2C#N)C1 (stereo not drawn)
  5%	?	0%	?	10µM*	-14%	5.8µM*	18µM*	18%
Cc1ccc(Cn2c(=O)n(C)c(=O)c3sccc32)cc1
  12%	?	2%	1%	4%	7%	?	4%	14%
O=C1CCCN1CCCNS(=O)(=O)c1cccc(F)c1
  0%	-6%	-14%	1%	-9%	-10%	7%	8%	20%[9.22 µM]
Cn1c(=O)nc2n(-c3ccc(Cl)c(Cl)c3)c3cc(Cl)ccc3cc-2c1=O
  -1%	0%	1%	·	·	-11%	3%	·	16%

# Sorted by length of the SMILES (descending): three of the compounds above.
# Screens in order – GLP-1R agonist	KB-3-1 cytotox	GLP1R inv ag	HT1080-NT tox	SW480 rerep	HEK293 tox	KB-V1 cytotox	HT1080 IDH1KD tx	TDP43 rescue
CCN(CC)c1ccc(NC(=O)CN2C(=O)CC(C)(C)S(=O)(=O)c3ccccc32)c(C)c1
  8%	5%	5%	-28%	4%	-26%	17%	-1%	-5%
CCOC(=O)c1c(N)sc(C(O)(C(F)(F)F)C(F)(F)F)c1-c1ccc(F)cc1
  -6%	-10%	?	-13%	18µM*	-11%	-14%	-3%	-94%[inhibitor]
COc1ccc(N(C)C(=O)c2ccc3snnc3c2)cc1
  -3%	-9%	28%	4%	-5%	-17%	0%	5%	21%

# (listing goes on)
# Screens in order – GLP-1R agonist	KB-3-1 cytotox	GLP1R inv ag	HT1080-NT tox	SW480 rerep	HEK293 tox	KB-V1 cytotox	HT1080 IDH1KD tx	TDP43 rescue
Cc1cc(C)n(-c2ccc(NC(=O)C3CCCCN3C(=O)c3ccoc3C)cc2)n1 (stereo not drawn)
  4%	1%	10%	3%	-2%	4%	24%	-10%	13%
O=C1CC2(CCN(C(=O)C3CC(=O)N(c4ccccc4)C3)CC2)Oc2ccccc21 (stereo not drawn)
  0%	-5%	-8%	-1%	2%	12%	-29%	-1%	-15%
CC(C)CNC(=O)CCc1c[nH]c2ccccc12
  -5%	0%	5%	0%	-2%	3%	5%	9%	3%
COC(=O)c1ccccc1NC(=O)Cn1cc(S(=O)(=O)Cc2ccccc2F)c2ccccc21
  ·	-2%	-2%	·	·	-7%	6%	·	5%
Clc1cccc(CSc2nc3ccncc3[nH]2)c1
  9%	-1%	5%	-6%	1%	5%	-15%	-8%	11%
COC(=O)CCC(=O)Nc1ccc(Cl)c(Cl)c1
  1%	27%	3%	9%	-3%	0%	0%	0%	15%
Cc1cc(C(=O)Nc2cccc(C(=O)O)c2)oc1C
  -32%	-1%	1.3µM*	-19%	-9%	-1%	11%	-6%	-4%
CC(C)n1c(SCC(N)=O)nc2c1c(=O)n(C)c(=O)n2C
  16%	10%	0%	2%	-16%	4%	24%	4%	-28%
O=C(N/N=C/c1cccc(O)c1)c1cc(C2CC2)nc2ccccc12
  12%	5%	?	-29%	?	-17%	23%	?	-11%
Cc1c(C(=O)NNC(=O)c2cccnc2)cccc1[N+](=O)[O-]
  2%	7%	-13%	-1%	-6%	4%	14%	9%	7%
CCOC(=O)Cn1nnnc1C(CC)N(Cc1ccccc1)Cc1cc2cc(C)ccc2[nH]c1=O (stereo not drawn)
  -2%	0%	5%	12%	2%	1%	7%	-1%	-12%
CCOc1ccc(N(CC(=O)NCc2ccc(OC)cc2)C(=O)CCC(=O)Nc2nccs2)cc1
  6%	0%	10%	16%	-1%	14%	4%	9%	12%
C=C(C)CC(NCc1ccco1)c1ccc(OC)cc1 (stereo not drawn)
  -4%	3%	-21%	-1%	-5%	-11%	-5%	10%	-33%[inhibitor]
CC(=O)CSc1nnc(-c2ccc(S(=O)(=O)N3CCC(C)CC3)cc2)o1
  -7%	2%	10%	17%	-4%	-3%	19%	18%	-10%
O=[N+]([O-])c1ccc(F)cc1Oc1nc(-c2cccnc2)nc2ccccc12
  15%	-15%	11%	-9%	22%	17%	-25%	-27%	15%
CCc1ccc(CNCCNC(=O)c2ccco2)cc1
  9%	3%	0%	-24%	?	23%	?	-10%	-63%[inhibitor]
CCOC(=O)CNC(=O)CSc1nnc(-c2ccco2)n1N
  6%	17%	5%	-4%	1%	1%	12%	6%	12%
COCc1cccc(-c2csc(C(C)(NC(C)=O)c3ccc(OC)cc3)n2)c1 (stereo not drawn)
  14%	0%	22%	-2%	·	-1%	-15%	15%	13%
Cc1cc(NC(=O)CN2C(=O)NC3(CCC(C)CC3)C2=O)no1 (stereo not drawn)
  -10%	7%	-4%	9%	2%	2%	?	16%	2%
O=C(Nc1cccc(Cl)c1)Nc1cccc(Cl)c1
  6%	-20%	?	?	2%	15%	?	-21%	-5%
COc1cc(NC(=O)c2cc3c(=O)n(Cc4cccs4)ccc3nc2C)cc(OC)c1OC
  ·	-12%	-2%	·	·	1%	-13%	·	-15%
O=C(CN1C(=O)c2ccccc2C1=O)Nc1ccc(Cl)cn1
  8%	0%	10%	14%	0%	3%	8%	-7%	4%
COc1ccc(Cc2nnc(SCC(=O)c3c(N)n(C4CC4)c(=O)[nH]c3=O)o2)cc1
  -4%	7%	15%	8%[9.24 µM]	6%	0%	28%	6%	18%
O=C1CCCCN1CC(=O)N1CCCC(N2CCN(c3ccccc3F)CC2)C1 (stereo not drawn)
  7%	-7%	-23%	9%	-36%	-3%	2%	8%	2%
O=C(NCc1cccnc1)c1cc(Sc2ccccc2Cl)nc2ccccc12
  10%	-18%	?	-16%	-2%	?	?	-23%	-10%
O=C(Nc1ccccc1F)c1ccc(S(=O)(=O)N2CCCCCC2)cc1
  6%	-3%	?	-5%[9.24 µM]	19%	3%	-13%	-3%	?
O=C(NCc1ccccn1)c1cc2cc(Br)ccc2oc1=O
  -1%	-10%	50%[activator]	10%	-3%	2%	13%	-6%	-14%
Cc1ccc2c(c1)N(C(=O)CCC(=O)NCc1cccc(Cl)c1)CC(C)O2 (stereo not drawn)
  7%	-6%	?	-1%	0%	-6%	-1%	-10%	?
Cc1ccccc1C(=O)N1CCC(C(=O)NC2CCCC2)CC1
  1%	5%	1%	22%	-15%	2%	29%	7%	0%
Cn1cc(CN2CCC(n3nccc3NC(=O)CCOc3ccccc3)CC2)cn1
  4%	?	1%	5%	?	2%	?	20%	-2%
Cc1ccc2nc(NC(=O)c3ccc4c(c3)OCO4)sc2c1
  -2%	-14%	8%	-25%	7%	-12%	-22%	-26%	-11%
COc1ccc(NC(=O)CN(C)C(=O)c2cc3c(cc2Cl)N2CCCCCC2=NS3(=O)=O)cc1
  3%	2%	2%	-3%	-39%[inhibitor]	1%	3%	0%	-5%
CCN(Cc1ccccc1)C(=O)CCc1c(C)nc2c(c(C)nn2-c2ccc(C)c(C)c2)c1C
  -1%	-1%	10%	·	·	-9%	16%	·	4%
O=C(OCc1cn([C@H]2C[C@H](c3ccccc3)N(C(=O)c3cccs3)C[C@@H]2O)nn1)c1ccccc1
  7%	-1%	-9%	1%	·	-1%	13%	1%	3%
Cc1ccc(NC(=O)CSCC(=O)NCCc2ccccc2)c(C)c1
  6%	1%	-23%	-7%	-7%	-11%	24%	6%	9%
Cc1nc2ccc(-n3ccc(=O)cc3)cc2s1
  -2%	-6%	-1%	5%	2%	10%	?	-7%[9.24 µM]	-9%
Cc1ccccc1CN(C)C(C)C(=O)Nc1ccccc1F (stereo not drawn)
  14%	-7%	8.9µM*	-5%	2%	0%	4%	-5%	-1%
NS(=O)(=O)c1ccc(CCNC(=O)COC(=O)/C=C/c2ccccc2Cl)cc1
  7%	-5%	12%	-1%	2%	0%	4%	-2%	-5%
